# Screens from PubChem.
# Exocytosis inh: blocks lytic granule exocytosis | TALL-104 LAMP-1 surface exposure, flow cytometry; cells stimulated with thapsigargin and PMA | inhibition, % at 10 µM | AID 651702 | actives 0.66% (n = 360,000);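 active = inhibition above about 55%, limit read from the data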
# ABHD5-PLIN5 inh: ABHD5-PLIN5 protein interaction inhibition; actives 0.78% (n = 360,000); Split G. princeps luciferase complementation, luminescence, 4 h; inhibition, % at 4 µM; Q00G26+Q8WTS1;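 active = inhibition above the mean inhibition across every tested compound plus 3 SD, cut at about 22% in these data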;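 also: 0% = DMSO only wells and the 100% control is not disclosed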
# Vif inh: HIV Vif inhibition; inhibition, % at 7.49 µM; actives 0.35% (n = 340,000); HEK293T cells, Vif self-association by quenched fluorescence, imaging, 24 h; AID 602346; in the data active = inhibition above about 50%, passing the limit was not always enough; also: some results filed as inactive read as strong as hits
# N-glyco inh: blocks N-linked glycosylation in D54 reporter cells | D54 ERlucT glycosylation luciferase reporter, 24 h; percent of 100 nM tunicamycin response | reporter increase, % at 12.5 µM | actives 0.23% (n = 360,000) | AID 588692;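 active = mean luciferase reporter signal, scaled so untreated is 0 and the glycosylation-blocking control 100, at or above a set limit in every replicate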;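 also: luciferase carries N-glycosylation sites so blocking glycosylation raises the light; 0% = median of neutral control wells and 100% = median of 100 nM tunicamycin wells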
# NOD2-RIPK2 inh: blocks binding of human NOD2 to RIPK2 | O43353 | CHO BLA complementation NOD2-RIPK2, CCF4 ratio | inhibition, % at 4.98 µM | actives 0.38% (n = 360,000) | AID 624267; in the data active = inhibition above about 21%;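 also: 0% = vehicle only and 100% = reference blocker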
# Target sequence (O43353 whole entry, looked up): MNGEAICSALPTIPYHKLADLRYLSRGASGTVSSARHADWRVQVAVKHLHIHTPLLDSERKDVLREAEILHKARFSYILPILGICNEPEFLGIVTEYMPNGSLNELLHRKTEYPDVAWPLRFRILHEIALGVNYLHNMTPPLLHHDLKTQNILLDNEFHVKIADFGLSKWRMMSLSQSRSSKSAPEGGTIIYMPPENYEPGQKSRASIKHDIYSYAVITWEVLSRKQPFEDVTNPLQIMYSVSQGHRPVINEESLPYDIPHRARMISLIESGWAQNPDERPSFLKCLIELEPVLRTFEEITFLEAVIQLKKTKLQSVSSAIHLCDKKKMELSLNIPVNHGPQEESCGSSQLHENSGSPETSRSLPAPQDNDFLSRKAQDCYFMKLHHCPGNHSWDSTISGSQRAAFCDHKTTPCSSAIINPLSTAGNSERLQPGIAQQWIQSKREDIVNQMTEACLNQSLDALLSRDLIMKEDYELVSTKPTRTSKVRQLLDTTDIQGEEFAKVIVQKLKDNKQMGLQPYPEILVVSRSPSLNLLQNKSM
# TLR9-MyD88 block: inhibitors of human TLR9-MyD88 binding. Q9NR96+Q99836. CHO BLA complementation TLR9-MyD88, CCF4 FRET ratio. inhibition, % at 4.98 µM. actives 0.21% (n = 340,000). AID 504734;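 active = inhibition above the mean over all tested compounds plus 3 SD, cut at about 21% in these data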;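 also: 0% = DMSO only wells and 100% = clavulanate BLA inhibitor control wells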
# ABCB6 inh MLPCN: blocks the human ABCB6 transporter | fluorescence ratio to DMSO, % at 10 µM | K562-ABCB6 porphyrin accumulation, flow cytometry, 1 h; active compounds read low | AID 602162 | actives 0.19% (n = 360,000) | Q9NP58;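 active = fluorescence ratio to DMSO below 75%, the collection mean minus 3 SD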;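 also: signal is porphyrin accumulated inside mitochondria; 100% equals median channel fluorescence of DMSO control wells; lower ratio means ABCB6 inhibition with less porphyrin fluorescence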
# MC4R barr agon: agonists of human melanocortin 4 receptor (MC4R) beta-arrestin | P32245 | U2OS MC4R beta-arrestin complementation, luminescence; percent of melanotan II response, DMSO zero | activation, % at 8.9 µM | actives 0.98% (n = 360,000) | AID 540308;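 active = activation above a per-plate cutoff, the mean activation of sample wells on that plate plus 3 SD, cut at about 8% in these data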
# Target sequence (P32245 whole entry, looked up): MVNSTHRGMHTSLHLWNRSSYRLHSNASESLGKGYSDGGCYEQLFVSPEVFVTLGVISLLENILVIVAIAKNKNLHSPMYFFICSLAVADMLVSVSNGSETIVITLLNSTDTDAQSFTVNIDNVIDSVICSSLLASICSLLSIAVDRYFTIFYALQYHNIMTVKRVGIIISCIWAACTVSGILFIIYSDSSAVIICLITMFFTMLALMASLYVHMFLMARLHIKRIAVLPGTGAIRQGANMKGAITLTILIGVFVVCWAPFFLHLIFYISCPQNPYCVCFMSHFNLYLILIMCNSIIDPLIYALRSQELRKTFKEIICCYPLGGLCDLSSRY
# aDG glyco up: increases alpha dystroglycan glycosylation; Pro5-aDG cells, alpha-DG glycosylation AlphaScreen (IIH6); 0% Pro5, 100% B10-LARGE cell signal; activation, % at 10 µM; actives 0.22% (n = 360,000); AID 624168;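 active = activation of at least 8% versus controls, or a plate z-score of at least 8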;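 also: Pro5 are CHO cells carrying HIG-tagged alpha-DG that lacks glycosylation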
# MC4R antag cAMP: human MC4R antagonism in cAMP assay; P32245; MC4R-expressing cells, MTII-stimulated cAMP, LANCE TR-FRET; inhibition, % at 6.5 µM; actives 0.48% (n = 360,000);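 active = inhibition above its plate's cutoff, the mean of tested wells on that plate plus 3 SD, cut at about 29% in these data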;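 also: 0% = Melanotan II alone and 100% = Melanotan II plus saturating MCL0020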
#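 System: U2OS-MC4R stable cell line; Technique: Eu-cAMP/anti-cAMP TR-FRET, emission 671 nm; Repeats: single well per compound; Also added: Melanotan II; Dosing: one concentration, 6.5 µM nominal; Schedule: 30-min compound, 1-h challenge, 1-h detection, room temperature.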
# The depositor's hits bear a star; . = not tested or not shown. Only part of the results is shown, so the mix of outcomes need not match the whole.
Exocytosis inh	ABHD5-PLIN5 inh	Vif inh	N-glyco inh	NOD2-RIPK2 inh	TLR9-MyD88 block	ABCB6 inh MLPCN	MC4R barr agon	aDG glyco up	MC4R antag cAMP	Structure
-3.6	1.5	1.4	-0.9	0.5	2.0	100.0	-0.6	-0.2	8.6	CCCCC1(C)NC(=O)N(CC(=O)Nc2cc(S(=O)(=O)N3CCOCC3)ccc2Cl)C1=O (configuration not stated)
18.9	7.0	2.7	16.3	-8.8	.	98.0	-3.1	0.1	4.3	Cn1c(SCc2ccccc2)nc(N)c(N=O)c1=O
-3.2	2.7	.	0.4	3.3	-7.4	100.0	-0.5	0.3	1.6	C[C@@H]1CN([C@@H](C)CO)C(=O)CCCn2nncc2CO[C@H]1CN(C)C(=O)c1ccc(N2CCN(C)CC2)cc1
-0.9	6.7	-5.0	-0.2	-13.9	-5.6	99.0	-1.3	3.1	-3.0	O=C(NCc1cccnc1)Nc1cccc(C(F)(F)F)c1
-0.7	3.5	-12.1	1.5	-3.7	6.6	98.0	-1.7	0.4	0.2	CCOC(=O)N1CCC(NC(=O)c2cc(S(=O)(=O)N3CCC4(CC3)OCCO4)ccc2F)CC1
-2.0	1.1	-1.5	12.9	-6.7	3.1	94.0	-1.3	0.0	-9.2	O=S(Cc1ccc(Cl)cc1)CC(O)(c1ccccc1)c1ccccc1 (configuration not stated)
0.5	3.1	11.4	0.3	6.7	-3.5	97.0	-0.2	-0.2	17.0	O=C(COC(=O)C1=COCCO1)NCc1ccc(Cl)cc1
-5.0	-3.9	-2.8	-2.8	11.7	1.1	102.0	0.8	0.7	5.1	CCCc1cc(C(=O)N2CCCC(Cc3cccc(Cl)c3)(C(=O)OCC)C2)n(C)n1 (configuration not stated)
-5.5	-2.4	.	2.2	3.3	3.7	102.0	-1.2	0.1	0.2	COc1ccccc1NC(=O)Cn1cncc1-c1ccc([N+](=O)[O-])cc1
-12.2	-4.3	-3.6	-0.8	-2.7	7.0	98.0	-0.2	1.0	-2.2	CCc1cccc(NC(=O)C2CCCN(S(=O)(=O)c3cnc[nH]3)C2)c1 (configuration not stated)
3.2	9.4	7.9	-8.1	-3.2	-1.8	93.0	0.8	-0.2	-2.5	CCN1C(=O)/C(=C/C=C2/SCCN2C)SC1=S
0.8	0.5	2.4	-1.3	-4.2	-1.2	102.0	0.0	-0.3	0.0	CN(Cc1ccncc1)C1CC(=O)N(c2ccc(F)cc2)C1=O (configuration not stated)
-0.1	4.4	.	4.1	2.4	.	100.0	.	0.3	.	CC1Nc2ncnc(N3CCc4ccccc4C3)c2N(Cc2ccccc2)C1=O (configuration not stated)
-2.6	-3.6	15.7	-0.4	-1.6	4.5	101.0	1.2	-0.7	12.6	O=C(CSc1ncccn1)NCc1ccc(Cl)cc1
0.7	-1.5	-4.6	-14.1	12.7	-1.0	108.0	-0.5	-0.3	25.5	O=C(O)c1ccc(Nc2nc(-c3ccccc3)cs2)cc1

# Of the compounds above, 5 contain a Cl atom.
Exocytosis inh	ABHD5-PLIN5 inh	Vif inh	N-glyco inh	NOD2-RIPK2 inh	TLR9-MyD88 block	ABCB6 inh MLPCN	MC4R barr agon	aDG glyco up	MC4R antag cAMP	Structure
-3.6	1.5	1.4	-0.9	0.5	2.0	100.0	-0.6	-0.2	8.6	CCCCC1(C)NC(=O)N(CC(=O)Nc2cc(S(=O)(=O)N3CCOCC3)ccc2Cl)C1=O (configuration not stated)
-2.0	1.1	-1.5	12.9	-6.7	3.1	94.0	-1.3	0.0	-9.2	O=S(Cc1ccc(Cl)cc1)CC(O)(c1ccccc1)c1ccccc1 (configuration not stated)
0.5	3.1	11.4	0.3	6.7	-3.5	97.0	-0.2	-0.2	17.0	O=C(COC(=O)C1=COCCO1)NCc1ccc(Cl)cc1
-5.0	-3.9	-2.8	-2.8	11.7	1.1	102.0	0.8	0.7	5.1	CCCc1cc(C(=O)N2CCCC(Cc3cccc(Cl)c3)(C(=O)OCC)C2)n(C)n1 (configuration not stated)
-2.6	-3.6	15.7	-0.4	-1.6	4.5	101.0	1.2	-0.7	12.6	O=C(CSc1ncccn1)NCc1ccc(Cl)cc1

# Continuation.
Exocytosis inh	ABHD5-PLIN5 inh	Vif inh	N-glyco inh	NOD2-RIPK2 inh	TLR9-MyD88 block	ABCB6 inh MLPCN	MC4R barr agon	aDG glyco up	MC4R antag cAMP	Structure
0.8	-12.2	15.8	1.1	4.7	-9.8	99.0	5.5	-0.1	26.7	Cc1ccc(S(=O)(=O)NNC(=O)Nc2ccc(Cl)c(Cl)c2)cc1
21.6	5.0	7.1	0.8	-10.9	5.4	105.0	-0.4	0.0	5.3	O=C1C2C3C=CC(O3)C2C(=O)N1Nc1ccccc1 (configuration not stated)
-6.7	-12.0	0.4	-1.4	-4.6	-0.4	92.0	-0.8	-0.1	-1.0	CCOc1cccc(C(=O)NC(=S)Nc2ccccc2)c1
1.1	-1.6	9.3	-0.2	-7.0	-2.1	100.0	-1.1	0.0	4.5	CCCCOC(=O)C1=C(C)Nc2ncnn2C1c1ccc(OC)c(OC)c1 (configuration not stated)
-9.4	4.5	-1.8	2.0	6.8	5.5	96.0	8.1	0.1	8.1	O=C1COc2ccc(C(=O)COC(=O)/C=C/c3ccc(Br)o3)cc2N1
-0.8	-10.6	.	-2.4	-8.8	.	94.0	.	-0.2	.	CCOC1=C2CN(S(=O)(=O)c3ccc(C)cc3)[C@H](c3ccccc3)C[C@@H]2N(S(=O)(=O)c2ccccc2C)[C@H](c2ccccc2)C1
6.0	-1.5	25.2	0.7	0.2	-5.9	100.0	2.3	0.0	15.7	CC(C)(C)c1ccc(C(=O)OCC(=O)N2CCC(c3ccccc3)=N2)cc1
6.2	2.3	-1.5	-6.1	-2.0	.	104.0	0.4	0.2	2.4	COc1ccc(-c2cc(C(F)(F)F)n3ncc(C(=O)N(C)Cc4ccccc4)c3n2)cc1
10.2	6.6	1.9	1.6	-14.6	10.0	99.0	-0.8	0.0	8.8	COc1ccc(NC(=O)c2cc3ccccc3cc2OC)cc1OC
-0.9	-3.5	4.0	1.2	8.0	.	107.0	1.2	0.0	9.9	CCOc1ccc(-c2noc([C@@H]3O[C@H](CO)[C@@H](O)[C@H]3O)n2)cc1
5.4	6.9	-12.0	11.5	5.7	-8.5	96.0	0.3	0.6	-1.7	O=C(CSc1ncnc2ccccc12)c1ccc2c(c1)OCCO2
5.3	-0.1	4.8	-1.3	-6.3	-9.0	97.0	4.7	-0.1	-10.8	Cc1cc(=O)c(C(=O)Nc2cccc(N3CCCC3=O)c2)nn1-c1ccccc1Cl
-13.4	-4.5	-2.2	0.9	-1.8	.	97.0	1.1	-0.3	1.3	CSc1ccccc1NC(=O)C1(C)CCN1C(=O)Cc1ccc(Cl)cc1Cl (configuration not stated)
-1.1	2.4	3.4	2.7	-15.8	4.5	106.0	-2.9	0.0	8.0	O=C(/C=C/c1cccs1)NC(=S)NNC(=O)Cc1cccs1
0.2	10.9	-0.1	-4.6	-2.9	2.6	73.0*	-2.8	0.9	5.2	O=c1c2ccccc2c(-c2ccccc2)nn1-c1cc(Cl)ccc1[N+](=O)[O-]
-3.4	10.2	-2.7	0.6	-11.3	-7.2	96.0	-0.4	-0.3	-2.9	Cc1cc(O)c(C(C)C)cc1NC1=NS(=O)(=O)c2ccccc21
-12.1	-1.1	-3.7	3.1	-1.2	-7.0	96.0	0.5	0.2	11.5	COc1cc(C(=O)N2CCN(Cc3ccc4c(c3)OCO4)CC2)cc(OC)c1OC
-0.7	-1.2	5.8	-1.2	0.8	2.6	91.0	-1.7	0.0	-4.0	O=c1[nH]c(N/N=C/c2ccccc2Br)nnc1-c1ccccc1
2.2	3.6	-2.3	-14.3	6.6	-3.0	97.0	0.1	0.0	12.1	CCc1ccc(C2=NN(C(=O)OC)C(O)(C(F)(F)F)C2)cc1 (configuration not stated)
2.5	3.9	1.5	-3.2	-0.4	-3.4	91.0	-0.7	1.3	-8.5	Cc1cc2nccc(-c3ccncc3)n2n1
-0.9	-6.6	.	0.3	-3.3	-14.9	97.0	1.8	0.6	14.4	CCSc1nnc(NC(=O)C2CCCN(C(=O)c3ccc(Cl)cc3)C2)s1 (configuration not stated)
-3.1	6.1	5.3	3.2	-9.4	-8.7	101.0	0.2	-0.2	2.6	CC(=C/c1ccco1)/C=N/NC(=O)Cc1cccn1C
-7.3	-0.8	-0.6	2.1	-2.5	-13.3	103.0	-1.8	0.1	0.5	Cc1cc(C)n(C(=O)COc2ccccc2[N+](=O)[O-])n1
-4.0	-3.3	-1.3	-2.0	-5.6	-8.1	98.0	-1.8	0.7	1.3	CCOC(=O)C1CCCN(S(=O)(=O)c2cc(C(=O)OC)n(C)c2)C1 (configuration not stated)
-8.8	-3.9	2.4	1.5	3.3	-5.1	90.0	-2.9	0.2	-0.8	O=C(CC1SC(N2CCCC2)=NC1=O)Nc1ccc(C(=O)N2CCCC(C(F)(F)F)C2)cc1 (configuration not stated)
-1.2	-7.5	7.6	-1.1	-2.8	3.1	99.0	2.0	2.0	1.2	CSc1cccc(NC(=O)Nc2ccc(Cl)cc2)c1
-0.1	17.8	1.3	1.4	-5.3	1.8	96.0	-0.2	-0.2	3.9	Cn1cnc(S(=O)(=O)N2CCc3ccccc32)c1
-2.9	0.5	.	1.9	-16.0	-3.8	94.0	6.3	-0.3	-2.5	CCOc1ccc(-c2nc(C#N)c(NCc3ccc4c(c3)OCO4)o2)cc1
-2.0	1.9	3.3	-0.7	-2.9	-5.0	92.0	-3.6	0.0	5.0	O=C(COC(=O)c1ccc(O)cc1)Nc1cccc(S(=O)(=O)N2CCCCC2)c1
-2.4	0.5	-0.2	2.2	1.5	8.6	101.0	-0.6	-0.1	-4.6	Cc1cc(=O)[nH]c2cc(Cl)ccc12
-0.8	-3.7	4.3	-3.3	-4.5	2.9	92.0	-1.6	-0.1	0.9	CCN(CC)C(=O)c1scc2c1OCCO2
6.1	4.8	1.7	-1.8	-4.6	-5.3	95.0	1.2	2.1	8.8	CCOc1ccc(-c2csc(Cn3c(CN4CCN(C)CC4)nc4ccccc4c3=O)n2)cc1
3.6	-8.3	3.0	-1.1	-6.4	7.5	95.0	-1.3	0.0	7.2	O=C(CCN1C(=O)c2ccccc2S1(=O)=O)Nc1ccc(F)c([N+](=O)[O-])c1
0.3	6.2	16.7	-1.7	9.2	6.2	103.0	0.0	-0.5	14.9	COc1ccccc1NC(=O)CSc1nnnn1-c1ccc2c(c1)OCO2
-0.4	1.8	-2.5	-3.8	2.8	3.9	101.0	-0.3	-0.2	-2.0	CCN1CCN(C(CNS(=O)(=O)c2ccc(Cl)cc2)c2ccccc2)CC1 (configuration not stated)
4.6	-1.1	-12.1	1.0	0.6	-1.3	99.0	-2.2	0.0	8.2	COC(=O)CSC(=S)N1CCCC(C)C1 (configuration not stated)
-0.9	3.5	-1.9	-2.3	-7.1	8.4	93.0	-0.8	0.1	-14.1	COC(=O)c1[nH]c2ccc(C)cc2c1NC(=O)CN1CCC(C)CC1
2.9	3.5	-9.1	-0.3	1.8	-1.2	100.0	0.2	0.0	7.4	CCC(Nc1nc(-c2ccccc2)nc2ccccc12)C(=O)O (configuration not stated)
